ERG Ets-DNA blk – ERG Ets/DNA interaction inhibition; P11308; fluorescence polarization, His-ERG Ets domain / labelled DNA; Potency, µM (highest dose often 76.9 µM), without a hit: at the highest dose FP activity, negative = inhibition, most hits filed as inhibitors; 0.028% of 370,000 active; active = well fitted inhibition curve with a large enough effect in the polarisation, with a control signal flat; inconclusive = small, poorly fitted or top-dose-only effect, or effect the other way, or a change in a side signal; inactive = no such curve, though single readings can be large or run the other way; the % refers to the polarisation;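 note: polarization taken with two DNA probes labelled with fluorescein and Texas red; potency is the fitted concentration of half-maximal effect; % of control where 0% means no effect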
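His-tagged ERG Ets domain (1 uM in the protein solution; 300mM KCl, 50mM Tris-HCl, 1mM EDTA, 1mM DTT, pH 7.5) received compound, then a probe mix of 5 nM fluorescein-DNA and 100nM Texas-615-DNA. Fluorescence polarization was read for both dyes.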
POLB inh – blocks human DNA polymerase beta activity. P06746. Pol beta primer extension/strand displacement, fluorescence kinetic. Potency, µM (doses to about 114 µM), inactives show at the highest dose activity change, negative = inhibition, usual class: inhibitors. 1.3% of 340,000 active; note: potency is the fitted concentration of half-maximal effect; % is set by controls: 0 for no effect and ±100 for the full control effect
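Pol beta (10 nM) was preincubated with compound for 15 min at room temperature. The reaction was then started with 50 nM substrate and read immediately and after a further 10 min at room temperature.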
Anesthetic bind – candidate novel general anesthetic via apoferritin binding | P02791 | apoferritin/1-aminoanthracene competitive binding, fluorescence | Potency, µM (series often up to 77.5 µM), for inactives: at the highest dose activity change, negative = displacement, hits mostly inhibitors | 0.074% of 350,000 active | AID 485281; note: potency is the fitted concentration of half-maximal effect; % is set by controls: 0 for no effect and ±100 for the full control effect; nearly all actives have a fitted effect of over 20% in size
Target sequence (P02791 2-175 limits assumed): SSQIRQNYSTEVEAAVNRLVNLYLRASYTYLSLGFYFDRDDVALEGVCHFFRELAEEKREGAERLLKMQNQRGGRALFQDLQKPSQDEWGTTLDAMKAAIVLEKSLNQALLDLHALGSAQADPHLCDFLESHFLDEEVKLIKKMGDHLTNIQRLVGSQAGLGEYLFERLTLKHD
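Steps: apoferritin (10 uM) was premixed with half-saturated 1-AMA in PBS, compounds were pin-transferred, plates stood 10 min at room temperature, fluorescence was read at 380/535 nm, and curves were fitted with a Hill equation.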
POLK inh – blocks human DNA polymerase kappa activity | Potency, µM (doses to about 107 µM), for inactives: top-dose activity, negative = inhibition, hits mostly inhibitors | purified Pol kappa, fluorescent DNA synthesis assay, 10 min | AID 588579 | 0.53% of 400,000 active | Q9UBT6; note: potency is the fitted concentration of half-maximal effect; % is set by controls: 0 for no effect and ±100 for the full control effect
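Kinetic fluorescence screen: compound preincubated 15 min RT with 10 nM enzyme; 50 nM substrate (final) initiates; reads at 0/10 min.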
Pol iota inh – inhibitors of human DNA polymerase iota | 1% of 390,000 active | Q9UNA4 | AID 588590 | Pol iota fluorescent replication assay, 10 min | Potency, µM (highest dose often 115 µM), for the others: at the highest dose activity, negative = inhibition, actives largely listed as inhibitors; note: potency is the fitted concentration of half-maximal effect
Target sequence (Q9UNA4 whole entry, looked up): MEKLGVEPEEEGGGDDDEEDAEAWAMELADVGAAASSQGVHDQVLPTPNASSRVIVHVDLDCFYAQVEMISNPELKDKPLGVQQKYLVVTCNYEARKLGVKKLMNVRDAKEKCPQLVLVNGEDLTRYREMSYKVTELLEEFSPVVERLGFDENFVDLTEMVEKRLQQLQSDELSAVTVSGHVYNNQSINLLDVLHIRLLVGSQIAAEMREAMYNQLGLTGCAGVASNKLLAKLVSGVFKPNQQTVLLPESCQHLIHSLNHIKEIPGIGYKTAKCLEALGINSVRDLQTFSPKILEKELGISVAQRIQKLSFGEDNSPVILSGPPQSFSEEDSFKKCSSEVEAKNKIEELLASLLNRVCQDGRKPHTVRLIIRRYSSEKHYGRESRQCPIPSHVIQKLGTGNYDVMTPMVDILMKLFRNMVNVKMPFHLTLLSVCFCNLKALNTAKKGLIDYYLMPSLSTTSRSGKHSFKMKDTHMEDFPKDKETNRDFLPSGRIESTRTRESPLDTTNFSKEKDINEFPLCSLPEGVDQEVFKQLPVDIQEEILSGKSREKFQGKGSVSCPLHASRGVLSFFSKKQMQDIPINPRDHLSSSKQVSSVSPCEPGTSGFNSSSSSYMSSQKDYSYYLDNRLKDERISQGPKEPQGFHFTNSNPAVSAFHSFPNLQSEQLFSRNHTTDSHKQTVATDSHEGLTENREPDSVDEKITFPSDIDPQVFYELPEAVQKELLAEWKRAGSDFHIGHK
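Fluorescent replication assay read twice, at 0 min and 10 min after adding 50 nM (final) substrate. Enzyme (10 nM) and compounds were first incubated 15 min at room temperature; enzyme-free buffer wells were negative controls.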
12-LOX inh – ALOX12 (human) lipoxygenase inhibition | Potency, µM (titrated, usually from 108 µM), for the others: at the top dose activity change, negative = inhibition, hits mostly inhibitors | purified 12hLO, xylenol orange hydroperoxide absorbance | 1.1% of 580,000 active | AID 1671190 | P18054; note: potency is the fitted concentration of half-maximal effect; % is set by controls: 0 for no effect and ±100 for the full control effect
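Hydroperoxide product was detected by ferrous iron/xylenol orange as the 573 to 405 nm absorbance ratio. Arachidonic acid at 40 uM (final) was turned over for 30 min at room temperature by 150 nM human 12hLO, pH 7.0 Hepes buffer, after 15 min compound preincubation.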
BLM helicase inh – Bloom syndrome helicase (human) inhibition; Potency, µM (series often up to 56.1 µM), for inactives: at the highest dose activity change, negative = inhibition, most hits filed as inhibitors; AID 2528; P54132; 0.2% of 350,000 active; recombinant BLM DNA unwinding, fluorescence dequenching;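 note: potency is the fitted concentration of half-maximal effect; plate controls were vehicle for no effect and no enzyme for full effect; nearly all actives have a fitted effect of over 35% in size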
TRHR agonist – TRH receptor (human) agonism | TRHR cells, calcium flux fluo-8, FDSS agonist mode | activation, % at 2 µM | 0.18% of 360,000 active; in the data active = activation above about 30%; note: 0% is about no effect
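Fluo-8-loaded TRHR cells; 10 s baseline, compound added, kinetic Ca2+ fluorescence read 1/s, agonist mode.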
APEX1 inh – inhibitors of human APE1 endonuclease | recombinant APE1, TAMRA/BHQ-2 abasic DNA cleavage fluorescence | 0.35% of 350,000 active | Potency, µM (top dose mostly 65.8 µM), for the others: at the top dose activity change, negative = inhibition, actives largely listed as inhibitors;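 note: potency is the fitted concentration of half-maximal effect; plate controls were vehicle for no effect and reference inhibitor for full effect; nearly all actives have a fitted effect of over 55% in size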
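Readout is kinetic fluorescence (ex 525, em 598 nm) from cleavage of 50 nM TAMRA/BHQ-2 THF abasic duplex by 0.75 nM APE1, compound added 15 min beforehand at RT.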
The depositor's hits bear a star; ? = inconclusive; nt = no result given; [ ] = dose if it differs, or a comment. Unless noted, calls come from the whole dose curve; as a rule, active = well fitted curve in the direction sought with a large enough effect; inconclusive = small, poorly fitted or top-dose-only effect, or another doubt; inactive = no such curve, though single readings can be large; an effect the other way counts as inactive or inconclusive. This is a subset (hit frequency here may not be typical).

Results follow in this order: ERG Ets-DNA blk, POLB inh, Anesthetic bind, POLK inh, Pol iota inh, 12-LOX inh, BLM helicase inh, TRHR agonist, APEX1 inh
CC(c1ccccc1)n1c(SCC(=O)Nc2ccccc2)n[nH]c1=O (configuration not stated)
 : 8%, 3%, -7%, -7%, 23%, nt, -3%, 0.4, 2%
O=C(NCCC1=CCCCC1)C(=O)NCc1ccccc1
 : 0%, 1%, 0%, 4%, 16%, -22%, -1%, -1.1, -4%
CC(C)c1nc(CNC(=O)CC2C(=O)NCCN2Cc2ccoc2)cs1 (configuration not stated)
 : 0%, 22%, -4%, -10%, 26%, -6%, -4%, 0.3, -4%
CC(=O)Nc1cccc(Oc2ncnc3scc(-c4ccccc4)c23)c1
 : -2%, 9%, 4%, -6%, 96%[activator], 1%, 0%, 1.1, 6%
Nc1nonc1-n1nnc(C(=O)N/N=C/c2cc(Br)cs2)c1-c1ccccc1
 : 25%, 15%, -5%, 2%, 6%, -13%, -2%, 5.2, 59%[activator]
O=C(COC(=O)c1ccc(F)cc1)NCCCc1ccccc1
 : 24%, 35%, -10%, 8%, -22%, -7%, -4%, -0.1, 4%
CCn1c(O)c(N=NC(=O)c2cccc(S(=O)(=O)N3CCCCC3)c2)c2ccccc21
 : -14%, -13%, -10%, -11%, -20%, -16%, -3%, 0.2, -4%
CCOC(=O)N1CCC(NC(=O)c2ccc(CS(=O)c3ccc(Cl)cc3)o2)CC1 (configuration not stated)
 : 4%, -3%, -1%, -2%, 31%[activator], -14%, -1%, -0.1, 8%
Cc1c(C(=O)NCc2cccc(Cl)c2)sc2nc[nH]c(=O)c12
 : 1%, -1%, -13%, -8%[60.1 µM], -4%, -9%, -20%, 0.4, nt
CC(=O)Nc1ccc(NC(=O)CN2C(=O)COc3ccc(S(=O)(=O)N4CCOCC4)cc32)cc1
 : 2%, 6%, -6%, 0%, 79%[activator], -5%, 1%, 0.3, 11%
O=C(Nc1ncccc1O)c1cccc(S(=O)(=O)N2CCc3ccccc32)c1
 : 8%, 28%, -14%, -7%, 10%, -13%, -4%, 1.2, 3%
O=C(NNS(=O)(=O)c1ccc(F)cc1)C1CCN(Cc2cccc(F)c2)CC1
 : 4%, ?, -2%, -12%, 4%, -1%, 0%, 0.6, -3%
NC(=O)N=Nc1c(O)[nH]c2c(Br)cc(Br)cc12
 : nt, ?, -8%, nt, nt, nt, -14%, -0.6, -1%
COc1cccc(N2CCN(C(=S)Nc3ccccc3OC)CC2)c1
 : 1%, 13%, -5%, -2%, 85%[activator], 20%, 1%, 0.1, 4%
COc1ccc(NC(=O)CN(c2ccccc2F)S(=O)(=O)c2ccc(C)cc2)c(OC)c1
 : 5%, 16%, -17%, 3%, 21%, ?, -6%, -0.5, 24%

The list continues.
Results follow in this order: ERG Ets-DNA blk, POLB inh, Anesthetic bind, POLK inh, Pol iota inh, 12-LOX inh, BLM helicase inh, TRHR agonist, APEX1 inh
Cc1ccc(OCc2nnc(SCC(=O)Nc3ccc(N4CCOCC4)cc3)o2)cc1
 : -3%, -1%, 6%, -15%, 139%[activator], -13%, 0%, 0.2, 2%
Cc1cccc(NC(=O)Cn2c(=O)n(CCCCCC(=O)NCc3ccccc3)c(=O)c3sccc32)c1
 : 1%, -2%, -8%, -44%, ?, ?, -6%, -0.7, nt
CCCCNC(=O)COC(=O)c1c2c(nc3ccccc13)/C(=C\c1cccs1)CC2
 : 11%, nt, nt, ?, ?, ?, nt, nt, nt
Cc1cc(/C=N/NC(=O)CC#N)c(C)n1-c1ccc([N+](=O)[O-])cc1
 : 10%, 29%, -14%, -23%, 146%[activator], -7%, -3%, -0.6, 13%
COc1ccc(-c2cc(C(=O)NN)[nH]n2)cc1
 : 8%, -7%, 3%, -18%, 140%[activator], -1%, 1%, -0.5, 4%
CC(=O)C1=C(Nc2ccc(C)cc2)CC(C)(O)C(C(C)=O)C1c1ccco1 (configuration not stated)
 : 6%, ?, -19%, -4%, 11%, ?, -2%, -0.7, 2%
COc1ccc(NC(=O)CSc2ccc3nnc(-c4ccccn4)n3n2)cc1
 : -3%, -1%, -9%, -5%, 58%[activator], 0%, -1%, 0.0, 36%
Nc1ccc2c(c1)C(=O)c1ccc(N)cc1-2
 : 5%, nt, nt, -6%, 71%[activator], -29%, nt, nt, nt
C=CCOc1ccc(/C=C2\SC(N3CCCCC3)=NC2=O)cc1
 : 3%, 17%, -9%, -9%, 36%[activator], 21%, -9%, -0.9, 14%
COc1cc(OC)cc(C(=O)N[C@H](C(=O)OCC(=O)c2ccc(C)c([N+](=O)[O-])c2)C(C)C)c1
 : nt, nt, nt, -8%, -3%, 11%, nt, nt, 1%
O=C(Nc1ccc2c(c1)OCO2)N1CCN(C/C=C/c2ccccc2)CC1
 : -5%, -2%, -5%, -19%, 2%[58.9 µM], -27%, -1%, -0.1, 0%
COc1ccc(CNC(=O)Cc2c(C)c3cc4c(C)coc4c(C)c3oc2=O)cc1OC
 : 5%, 11%, 5%, 9%, -7%, -21%, -1%, -0.8, nt
O=[N+]([O-])c1ncn(Cc2ccccc2Cl)n1
 : 0%, 7%, -14%, -2%, 10%, -26%, 4%, 0.1, 5%
O=C(O)CC(c1cccc(Cl)c1)n1cccc1 (configuration not stated)
 : -5%, 4%, -6%, -10%, ?, 0%, 2%, 0.1, 4%
O=C(N/N=C\c1coc2ccccc2c1=O)c1ccco1
 : -12%, 3%, -12%, 4%, 1%, 197%[activator], -1%, -1.3, 0%

The list goes on:
Results follow in this order: ERG Ets-DNA blk, POLB inh, Anesthetic bind, POLK inh, Pol iota inh, 12-LOX inh, BLM helicase inh, TRHR agonist, APEX1 inh
O=C(CSc1nc2ccccc2nc1SCC(=O)N1CCOCC1)N1CCOCC1
 : -7%, -15%, -16%, -1%, 15%, 499%[activator], -5%, -1.9, 2%
COc1cc2c(cc1OC)CN(C(=S)Nc1ccc(Cl)cc1)CC2
 : 9%, 12%, 0%, 1%, 30%, -14%, -6%, 0.1, -4%
Cc1nc(C(=O)Nc2ccc(Cl)cc2)sc1C1(C)CC(c2cccc([N+](=O)[O-])c2)=NO1 (configuration not stated)
 : 16%, nt, nt, 10%, 9%, 6%, nt, nt, nt
COc1ccccc1NC(=O)C(C)OC(=O)CC1CCCC1 (configuration not stated)
 : -6%, 16%, -12%, 12%, 22%, 1%, -2%, 0.7, 14%
CC(C)Cc1cc(C(=O)N2CCCC(CO)(Cc3ccc(F)cc3F)C2)n[nH]1 (configuration not stated)
 : 6%, 0%, -22%, -13%, -13%, -15%, -3%, 1.4, 31%[activator]
O=[N+]([O-])c1cc(S(=O)(=O)N2CCCCCC2)ccc1Cl
 : -5%, -1%, ?, -2%, 131%[activator], 0%, -2%, -0.5, -4%
Cc1cc(NC(=O)CC(C)C)c(=O)n(Cc2cccc(F)c2)c1
 : -6%, 1%, ?, -2%, -18%, ?, -12%, -2.9, 55%[activator]
O=C(C1CC1)N1CCN=C1SCc1ccccc1Cl
 : 10%, 13%, ?, -11%, 9%, 8%, 3%, -0.8, -5%
C/C(=N\NC1=NCCN1)c1ccc(Cl)cc1
 : 0%, -1%, 1%, -9%, 60%[activator], -8%, 21%, 2.2, -12%
CCOc1cccc(CNn2cnnc2)c1OCc1ccccc1Cl
 : 10%, 8%, -12%, -4%, -9%, -7%, 0%, -0.2, -3%
CCCCSc1nnc(CNC(=O)C23CC4CC(CC(C4)C2)C3)n1Cc1ccccc1
 : ?, 22%, -8%, -10%, 6%, 1%, -15%, -0.3, 26%
COc1ccc(-n2ccn3c(CCC(=O)N4CCN(c5cccc(C)c5C)CC4)nnc3c2=O)cc1
 : 2%, 24%, 4%, -18%, 28%, ?, -8%, 0.2, -9%
COc1cccc2sc(Nc3nc(-c4cc5ccccc5oc4=O)cs3)nc12
 : -3%, 35µM*, -16%, ?, ?, -18%, -4%, 0.1, 20%
Cc1noc2ncnc(N3CCCC(C(=O)Nc4cccc(C(F)(F)F)c4)C3)c12 (configuration not stated)
 : -1%, -1%, ?, -11%, 31%[activator], -3%, 1%, -0.1, nt
CSCCC(NC(=O)c1ccc(Cl)cc1Cl)C(=O)OCC(N)=O (configuration not stated)
 : -19%, -3%, -1%, 4%, 32%[activator], -2%, 0%, -0.2, 1%

3 structures out of the list, ordered by count of non-hydrogen atoms, lowest first:
Results follow in this order: ERG Ets-DNA blk, POLB inh, Anesthetic bind, POLK inh, Pol iota inh, 12-LOX inh, BLM helicase inh, TRHR agonist, APEX1 inh
COc1cccc2sc(Nc3nc(-c4cc5ccccc5oc4=O)cs3)nc12
 : -3%, 35µM*, -16%, ?, ?, -18%, -4%, 0.1, 20%
Cc1noc2ncnc(N3CCCC(C(=O)Nc4cccc(C(F)(F)F)c4)C3)c12 (configuration not stated)
 : -1%, -1%, ?, -11%, 31%[activator], -3%, 1%, -0.1, nt
COc1ccc(-n2ccn3c(CCC(=O)N4CCN(c5cccc(C)c5C)CC4)nnc3c2=O)cc1
 : 2%, 24%, 4%, -18%, 28%, ?, -8%, 0.2, -9%

The list continues:
Results follow in this order: ERG Ets-DNA blk, POLB inh, Anesthetic bind, POLK inh, Pol iota inh, 12-LOX inh, BLM helicase inh, TRHR agonist, APEX1 inh
O=c1[nH]c2ccccc2nc1/C=C(\O)C(F)F
 : -12%, -1%, -14%, 10%, 26%, -4%, -6%, 0.0, 3%
Cc1cc(C)c(S(=O)(=O)N(C)CC(=O)NCc2cccnc2)c(C)c1
 : -11%, 2%, 10%, 4%, 18%, 17%, -6%, 0.3, -3%
Cc1cc(C(=O)OCC(=O)Nc2cccnc2Cl)c2ccccc2n1
 : -2%, 20%, -8%, 6%, 62%[activator], -15%, 1%, -0.5, 1%
CCCn1c(CN2CCN(C(=O)c3ccco3)CC2)nc2cc(S(=O)(=O)N(C)C)ccc21
 : 19%, nt, nt, -14%, 5%, 6%, nt, -0.5, 5%
Cc1ccc(CCNC(=O)C2CC(c3cccc(F)c3)=NO2)cc1 (configuration not stated)
 : 6%, -3%, 4%, -5%, 1%, 10%, -2%, -1.2, 5%
Cc1ccc(S(=O)(=O)NC(=O)Nc2cc(C)on2)cc1
 : 6%, 0%, -5%, -10%, -13%, 4%, -12%, -0.1, 8%
